High-throughput results deposited in PubChem BioAssay by several laboratories.
S1P4 agonist = activates the human S1P4 receptor; O95977; S1P4-expressing cell line, agonist reporter assay; activation, % at 4.98 µM; 220,000 tested, 0.35% active; AID 1509; in the data active = activation above about 11%;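 also: 0% = DMSO vehicle and 100% = reference agonist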
Target sequence (O95977 whole entry, looked up): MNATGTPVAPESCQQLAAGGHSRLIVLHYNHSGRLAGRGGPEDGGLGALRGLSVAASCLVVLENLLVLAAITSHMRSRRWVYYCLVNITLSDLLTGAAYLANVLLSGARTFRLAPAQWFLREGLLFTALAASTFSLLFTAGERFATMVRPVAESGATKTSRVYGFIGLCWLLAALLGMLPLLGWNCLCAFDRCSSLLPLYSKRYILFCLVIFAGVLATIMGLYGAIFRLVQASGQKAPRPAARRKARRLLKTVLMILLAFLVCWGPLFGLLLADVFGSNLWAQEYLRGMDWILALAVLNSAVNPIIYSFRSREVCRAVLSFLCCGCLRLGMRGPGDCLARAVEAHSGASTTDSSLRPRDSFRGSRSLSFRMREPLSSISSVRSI
TRPML3 ag = human mucolipin-3 channel agonism; Q8TDD5; AID 1448; 220,000 tested, 0.29% active; HEK293 TRPML3-YFP, Fluo-8 calcium fluorescence; 100% = the carbachol control signal; activation, % at 3 µM;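 active = activation above its plate's cutoff, the mean activation of the plate's test wells plus 3 SD, cut at about 12% in these data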;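 also: 0% = DMSO only wells and 100% = carbachol wells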
Target sequence (Q8TDD5 whole entry, looked up): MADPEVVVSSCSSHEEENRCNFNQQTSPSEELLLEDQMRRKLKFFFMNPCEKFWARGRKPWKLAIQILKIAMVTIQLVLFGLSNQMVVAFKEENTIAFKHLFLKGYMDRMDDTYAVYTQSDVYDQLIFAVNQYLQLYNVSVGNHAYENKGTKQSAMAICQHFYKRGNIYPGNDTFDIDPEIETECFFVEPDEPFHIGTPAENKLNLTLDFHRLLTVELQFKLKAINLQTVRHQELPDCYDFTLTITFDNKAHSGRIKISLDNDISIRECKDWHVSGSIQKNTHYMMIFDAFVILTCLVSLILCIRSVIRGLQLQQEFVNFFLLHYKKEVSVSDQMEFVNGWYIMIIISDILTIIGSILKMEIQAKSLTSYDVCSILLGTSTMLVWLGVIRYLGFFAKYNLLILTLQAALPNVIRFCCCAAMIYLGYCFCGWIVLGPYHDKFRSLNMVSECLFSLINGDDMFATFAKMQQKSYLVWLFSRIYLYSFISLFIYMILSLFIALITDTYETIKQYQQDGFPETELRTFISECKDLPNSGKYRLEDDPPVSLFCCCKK
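Test system – HEK293 line with stable expression of human TRPML3-YFP channel · Control set – carbachol 87 µM final as high control (100%), DMSO as low control (0%) · Signal – Fluo-8 calcium dye fluorescence, ex 470-495, em 515-575 nm · Incubation – 1-h 37 °C dye load, 5-s basal, 120-s post-compound reads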
m-calpain inh = inhibitors of pig calpain II. purified calpain II, fluorogenic peptide substrate, 30 min. inhibition, % at 16 µM. 220,000 tested, 0.37% active;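 active = inhibition above about 50%, limit read from the data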
EP2 mod = modulators of human EP2 prostaglandin E2 receptor | P43116 | EP2-expressing cells, cAMP HTRF FRET, PGE2 co-stimulation | induction, % at 25 µM | 260,000 tested, 0.83% active | AID 940;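 active = compounds whose cAMP rise, as percent of the full-agonist control response, exceeds 60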;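 also: rat C6 glioma line stably carrying human EP2 under a CMV promoter; the protocol text gives 20 µM as final concentration; 100% = response of wells given 1 µM PGE2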
S1P4 antagonist = blocks the human S1P4 receptor. 220,000 tested, 0.26% active. inhibition, % at 4.98 µM. S1P4-expressing cells, antagonist mode, reporter read-out. O95977; in the data active = inhibition above about 29%;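 also: 0% = wells stimulated with agonist and 100% = vehicle wells without agonist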
zfTRPN1 agonist = activates the zebrafish TRPN1 channel | HEK293 zebrafish TRPN1-YFP, Fluo-8 calcium fluorescence; 100% = response to 87 µM carbachol | activation, % at 3 µM | 220,000 tested, 0.18% active | AID 1424;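 active = activation above its plate's cutoff, the mean activation of test wells on that plate plus 3 SD, cut at about 19% in these data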;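 also: 0% = DMSO alone and 100% = 87 µM carbachol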
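Material: zebrafish TRPN1-YFP in HEK293 cells; Doses: single test compound dose, 3 µM nominal, 0.3% DMSO; Timing: dye loading 1 h at 37 °C, then 30 min room temperature; Technique: intracellular calcium fluorescence with Fluo-8; Benchmarks: high carbachol 87 µM, low DMSO alone.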
PERK inh = human PERK inhibition, primary cell-based screen. CHO PERK-DD fusion, SEAP luminescence translation reporter. inhibition, % at 5.6 µM. AID 1416. 220,000 tested, 0.17% active;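 active = inhibition above the mean inhibition of all tested compounds plus 3 SD, set separately per screening campaign, cut at about 2.9% in these data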;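 also: PERK kinase domain activated by AP20187 dimerizer at 100 nM; 0% = DMSO with dimerizer and 100% = rapamycin at 8.4 µM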
BaF3 parental = counter-screen for JAK2V617F inhibitors: parental Ba/F3 viability inhibitors; CellTiter-Glo ATP luminescence; inhibition, % at 5.6 µM; 220,000 tested, 1.1% active; AID 1486;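 active = inhibition above a per-campaign cutoff, the mean inhibition of all tested compounds plus 3 SD, cut at about 27% in these data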;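 also: 0% = DMSO wells and 100% = JAK Inhibitor I control wells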
Ba/F3 V617F tox = lowers viability of Ba/F3 cells expressing EpoR and JAK2V617F | 220,000 tested, 1.1% active | inhibition, % at 5.6 µM | AID 1446 | ATP luminescence;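 active = inhibition above the campaign mean plus 3 SD over all tested compounds, cut at about 24% in these data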;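 also: cytokine-independent growth of Ba/F3 cells driven by EpoR plus mutant JAK2; 0% = DMSO-treated cells and 100% = JAK inhibitor I control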
* = called active by the depositor; i = inactive; . = no result given; & = joins results of further samples.

canonical_smiles,S1P4 agonist,TRPML3 ag,m-calpain inh,EP2 mod,S1P4 antagonist,zfTRPN1 agonist,PERK inh,BaF3 parental,Ba/F3 V617F tox
O=C(Nc1ccccc1)Nc1ncc([N+](=O)[O-])s1,0.8,17*,42,-37,-6,22*,-0.4,11,5
Cc1cc(Nc2ncc(Cl)cc2Cl)n(-c2ccccc2)n1,1.8,-0.6,-1,3,-8,-1.2,-0.3,3,1
O=C(CCc1nnc(CCC2CCCCC2)o1)NCCn1cccn1,1.1,1.2,-3,22,15,0.1,-0.4,6,-2
COc1cc2c(cc1OC)C(C(C)C)=NC(C)(C)C2,0.1,0.5,i,12,-20,0.9,-0.1,3,0
Cc1cc(C(=O)N/N=C/c2ccc([N+](=O)[O-])s2)n[nH]1,1.4,-0.7,46,1,9,0.8,0.1,3,6
CCN1CCN(CCCN(Cc2ccco2)C(=S)Nc2ccc(Cl)c(C)c2)CC1,-0.8,1.6,32,-19,-10,0.0,0.1,28*,38*
CC(C)=C1C2CCC1C1C(=O)N(NC(=O)COc3ccc(C(C)(C)C)cc3)C(=O)C21 (stereo not given),0.9,-0.5,7,29,-10,-0.6,-1.9,6,5
Cc1ccnc(NS(=O)(=O)c2cccc([N+](=O)[O-])c2)c1,1.4,1.0,-11,17,-19,1.0,1.7,-10,-3
CN(C)c1cccc(C(=O)OCC(=O)Nc2ccccc2Sc2ccccc2)c1,-1.1,-0.7,-69,29,-1,0.0,0.5,5,0
COc1ccc(CCNC(=O)[C@@H]2C[C@H]2c2ccccc2)cc1OC,-0.2,0.1,1,-4,-7,0.8,0.1,2,1
COc1ccc(NC(=O)c2c(C(F)(F)F)nn(C)c2SCc2ccccc2Cl)cc1,4.1,-0.3,9,37,-13,-1.4,-0.8,4,1
Cc1cc(NCCCn2ccnc2)n2ncc(-c3ccccc3)c2n1,9.2,-0.8,-34,-60,-14,-0.6,-2.0,3,3
O=S(=O)(c1ccc(Cl)cc1)N1CCn2c1nc1ccccc12,1.0,0.0,11,0,5,0.4,-0.3,9,5
COc1ccc(-n2cnnc2SCCC#N)cc1,-1.0,0.2,1,33,-2,1.2,0.6,3,0
CCOc1ccc(N(CC(=O)NN=C2CCCC2)S(C)(=O)=O)cc1,-2.4,0.5,-23,-2,7,-0.1,1.9,-4,-1
Cc1ccc(S(=O)(=O)N2CCCC2c2nc3ccccc3s2)cc1 (stereo not given),-2.5,-0.8,26,-7,-1,2.1,0.7,3,-2
CC1=NN(C(N)=S)C(=O)C1N=Nc1cccc2ccccc12 (stereo not given),2.4,0.5,-61,-7,8,-0.7,0.5,9,-1
CCOc1ccccc1NC(=O)C(OC(=O)c1ccccc1)c1ccccc1 (stereo not given),0.4,0.1,10,34,-30,-0.7,-0.4,4,0
COc1cccc(C(=O)N2CCN(Cc3ccccn3)CC2)c1OC,1.1,0.5,7,17,3,0.1,0.2,1,2
CC(C)CC(=O)Nc1nc2c(c(=O)[nH]1)CCCC2,-0.1,0.8,13,-8,3,-1.3,-0.6,0,3
O=C(CNC(=O)c1ccncc1)N/N=C/c1ccccc1[N+](=O)[O-],-0.7,0.8,-31,18,-7,0.3,1.5,2,-1
Cc1cccc(C)c1NC(=O)CCn1cnc2ccccc2c1=O,-1.1,1.1,-9,11,7,-0.1,0.2,0,-1
N=c1oc2cc(O)ccc2cc1C(=O)Nc1nc2ccccc2s1,92*,1.0,i,-38&-3,-76,-1.3,0.8,4,0
CCC(=O)n1nc(-c2ccc(OC)cc2)nc1NCc1cccs1,0.8,0.5,-16,36,-11,0.2,0.4,6,1
O=C1N=c2ccccc2=C1c1sc(=S)n(NC(=O)c2cccc(O)c2)c1O,-1.0,1.9,-24,-67,2,1.9,0.3,7,3
Cc1cc(C)n(CC(=O)NC2C(=O)N3C(C(=O)O)=C(CSc4nnc(C)s4)CSC23)n1 (stereo not given),-1.3,0.4,-34,17,-5,0.4,0.5,0,-3
Cc1ccc2oc(=O)c3cnn(CC(=O)NCCc4ccsc4)c3c2c1,-0.1,-0.1,-14,-11,-3,-0.4,0.3,4,-4
Cc1ccc2c(c1)C(=O)CCN2,-0.6,1.3,-43,10,3,0.1,1.5,6,0
CC1CCN(S(=O)(=O)c2ccc3c(c2)oc(=O)n3CC(=O)N2c3ccccc3CC2C)CC1 (stereo not given),-0.6,0.7,-62,-4,-7,0.9,-0.4,9,0
CN(Cc1nccn1C)C(=O)c1cc(COc2ccc3ncccc3c2)on1,0.8,2.7,-23,-17,-13,7.5,0.2,2,-1
CC(C)CCNC(=O)NC(=O)CSc1nnc(-c2ccccc2F)n1N,-0.2,0.0,15,8,-10,-0.6,-0.3,8,1
CN(c1ccccc1)S(=O)(=O)c1cccc(NC(=O)CCN2C(=O)C3CCCCC3C2=O)c1 (stereo not given),0.7,0.8,-4,-19,-14,2.0,-0.1,5,-2
Nc1ccc(-n2nncc2-c2ccccc2)cc1,0.4,0.2,14,11,-17,1.5,0.5,3,-3
O=C(C1CCCO1)N1CCN(c2ccc(F)cc2)CC1 (stereo not given),0.2,-0.2,-6,-11,-7,1.6,1.4,7,-2
CCc1nc(SCC(=O)N2CC(=O)Nc3ccccc32)c2c(C)c(C)sc2n1,0.8,-0.1,-4,23&14,-2,-2.4,0.2,4,-2
Cc1c2n(c3ccccc13)CC/C2=N\O,1.5,0.9,-12,-35,0,-0.1,1.0,6,-3
CC(NC(=O)N(Cc1ccccc1)Cc1ccc2c(c1)OCO2)(C(F)(F)F)C(F)(F)F,-0.2,-0.1,9,55,1,-0.2,0.1,-1,-5
Cc1ccc(-n2cnc3sc(C)c(C)c3c2=O)cc1,5.6,0.5,8,2,-13,-0.7,1.5,3,-2
O=C(Nc1cccnc1)OC1CCCC1,-0.7,0.6,-7,21,1,-1.6,1.5,-1,-2
Cc1ccccc1C(=O)NC1CCN(Cc2nnnn2C2CCCC2)CC1,-0.4,1.0,5,-11,-14,0.6,0.0,7,4
CCC/C(O)=C1\C(=O)CCCC1=NC(C)C(=O)O (stereo not given),-1.2,0.7,-12,15,-1,1.1,0.9,3,-2
COc1ccc(NCc2nnc(SCC#N)n2-c2ccccc2OC)cc1,0.7,0.1,-38,13,-3,-0.6,0.3,0,0
CC1CC(Nc2ccccc2N)=CC(=O)O1 (stereo not given),0.4,0.5,-36,5,16,0.3,-0.3,5,1
CCCc1nc2oc3ccccc3c(=O)c2c(=O)n1CCCOC,-0.2,0.6,24,6,2,-1.4,-0.9,-1,3
COC(=O)c1ccc(Cn2c(O)c(N=NC(N)=S)c3ccccc32)o1,-3.3,-0.2,-18,12,3,-2.2,0.3,5,4
COc1ccc(CNC(=O)c2cnc(C)cn2)cc1,-1.4,0.5,-26,-6,-6,-0.7,1.5,1,-3
CN(C)C(=O)CSc1nnc(CCCCCNC(=O)OC(C)(C)C)o1,1.0,1.2,-6,16,7,0.4,0.2,4,-3
Cc1ccc(CN2CCN(/N=C/c3ccc(N(C)C)cc3)CC2)cc1,0.0,1.0,-12,-53,-12,0.1,0.6,1,-2
Cc1nc2ccccc2c(=O)n1/N=C/c1cccs1,-1.5,-0.6,-5,40,-20,0.9,0.6,-3,0
Cc1ccc(C(C)C)c(OCC(=O)c2c(O)c3ccccc3oc2=O)c1,1.2,-0.2,.,.,9,-0.3,1.6,1,-5
O=c1c2cccnc2[nH]c(=S)n1CCC1=CCCCC1,-1.8,0.8,8,-5,-15,-0.1,0.3,-1,-2
CCOC(=O)CSc1nnc(-c2cccnc2)n1Cc1ccccc1,0.1,1.1,14,22,-10,1.3,1.3,1,-3
Cc1ccc(C(=O)COC(=O)c2ccccc2N2C(=O)C3C4CCC(C4)C3C2=O)cc1C (stereo not given),0.4,-0.1,16,40,-7,0.7,0.6,7,1
COc1ccc(CNC(=O)COc2cc(=O)n(C)c3ccccc23)cc1,0.3,0.0,-22,-21,-12,-1.3,0.3,5,-1
Cc1c(C(=O)N2CCC(Cc3ccccc3)CC2)cccc1[N+](=O)[O-],0.7,1.2,7,-84,4,7.0,0.6,-3,-6
C=CCn1c(SCC(O)Cn2c3ccccc3c3ccccc32)nnc1-c1ccco1 (stereo not given),0.4,-0.3,-16,-21,-7,-1.6,-1.5,2,-3
COC(=O)/C(=N/Nc1cccc(C)c1)N1CCCc2ccccc21,1.0,-1.5,-4,10,-1,-2.4,0.5,5,-1
Cc1cc(N/N=C/c2cccc([N+](=O)[O-])c2)nc(-n2nc(C)cc2C)n1,1.3,0.8,-13,-22,1,-0.1,-0.2,-1,-2
CC(C)(C)CNC(CO)C12CC3CC(CC(C3)C1)C2 (stereo not given),-2.1,1.9,12,-4,5,2.6,1.0,4,-3
O=C(c1ccccc1)N1CCN(C(=O)N2CCCCC2)CC1,-1.1,0.5,-6,31,-23,0.4,1.2,3,-5

Further records:
canonical_smiles,S1P4 agonist,TRPML3 ag,m-calpain inh,EP2 mod,S1P4 antagonist,zfTRPN1 agonist,PERK inh,BaF3 parental,Ba/F3 V617F tox
C/C(=C\C(=O)c1ccc(F)cc1)NCc1ccc2c(c1)OCO2,-2.7,0.2,26,-28,6,0.7,0.2,4,4
CCc1ccccc1NS(=O)(=O)c1ccc2[nH]cc(C(=O)NCc3ccco3)c(=O)c2c1,0.9,0.1,12,9,-5,-0.9,1.1,10,9
CCCCCOc1ccc(C(=O)NCC2(c3ccccc3)CCOCC2)cc1,-1.1,-1.1,18,-23,-8,-1.1,-0.4,12,1
Cc1cc2ccccc2n1CCNC(=O)C1CCCC1,-0.8,0.3,4,-70,-2,-1.3,-1.4,5,1
CCSC1=C(C#N)C(c2cccc(Br)c2)CC(=O)N1 (stereo not given),-0.3,-0.1,0,-3,-4,-1.3,0.1,0,-2
Oc1oc(-c2ccccc2)nc1C=NCc1ccccc1,-2.0,0.0,20,-63,-6,-1.3,-0.9,3,-1
CC(NC(=O)c1ccc(N(C)C)cc1)c1ccc(F)cc1 (stereo not given),2.3,-0.3,-18,-39,3,-0.5,1.0,3,-2
O=C(O)CCN=C1CCCc2ccccc2N1,1.1,0.2,-6,15,-14,0.1,0.8,1,-3
CCOC(=O)N1CCC(NC(=O)C(CC(C)C)NC(=O)C2CCCCC2)CC1 (stereo not given),0.7,-0.1,0,13,7,1.9,0.5,6,1
COc1ccc2occ(C(C)=O)c2c1,-0.9,0.8,18,-4,-4,1.2,-0.2,1,-2
Cc1ccc(-n2ncc3c(SCc4ccccc4)ncnc32)cc1,-0.5,0.3,18,33,0,-0.7,-0.1,3,3
CC12CCC(C(=O)N3CCCc4ccccc43)(OC1=O)C2(C)C (stereo not given),-2.0,-0.1,-4,10,3,-0.8,-0.3,10,0

S1P4 agonist, what is marked active above
molecule	S1P4 agonist	TRPML3 ag	m-calpain inh	EP2 mod	S1P4 antagonist	PERK inh
N=c1oc2cc(O)ccc2cc1C(=O)Nc1nc2ccccc2s1	92*	1.0	i	-38&-3	-76	0.8
